Source: PubChem
TbPYK inhibitor = blocks Trypanosoma brucei pyruvate kinase; Q57TT1; TbPYK enzyme, Kinase-Glo Plus ATP luminescence, 45 min; Potency, µM (top dose mostly 76.8 µM), inactives show at the top dose activity, negative = inhibition, most hits filed as inhibitors; 0.12% of 410,000 active; AID 624173; further: potency means the concentration at half of the fitted maximal effect; on the % scale 0 is the no-effect control and ±100 the full control effect; nearly all actives have a fitted effect of over 50% in size
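Glycolytic pyruvate kinase of T. brucei was incubated with substrate, test compound and 130 uM ADP for 45 minutes at room temperature. Luminescent Kinase-Glo Plus signal was measured after 10 minutes.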
Shiga toxin inh = Shiga toxin inhibition; 9.2% of 290,000 active; Vero cells, Shiga toxin protein synthesis inhibition reporter; inhibition, % at 38.7 µM; in the data active means inhibition mostly above about 28%, no sharp cut-off; inactive means mostly below about 43%; further: 0% is about no effect
HCV inh = HCV inhibition | Huh7.5.1 HCVcc-Cre infection, luciferase reporter, 44 h | Potency, µM (top dose mostly 41.8 µM), without a hit: at the highest dose activity change, negative = inhibition, usual class: inhibitors | 3.4% of 340,000 active | AID 651820; further: potency means the concentration at half of the fitted maximal effect; on the % scale 0 is the no-effect control and ±100 the full control effect
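1,000 cells/well; 4 h culture; + compound; + HCVcc-Cre (~0.5 moi); 44 h; luciferase substrate, RT 15 min; read 15 sec.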
CHX counter = counter-screen hit for Shiga toxin inhibitors, cycloheximide; cell reporter, cycloheximide protein synthesis inhibition counterscreen; 12% of 300,000 active; AID 2314; max response, %; in the data active means max response mostly above about 13%, no sharp cut-off; inactive means mostly below about 14%; further: read at 38.3 µM for the half of the compounds with a filed dose; 0% is about no effect
Pf growth 48h = inhibits P. falciparum growth in the first generation, 48 h | P. falciparum luciferase growth in erythrocytes, 48 h | Potency, µM (doses to about 28.7 µM), for the others: at the highest dose activity change, negative = inhibition, usual class: inhibitors | 5.9% of 310,000 active; further: potency means the concentration at half of the fitted maximal effect; on the % scale 0 is the no-effect control and ±100 the full control effect
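Read-out is firefly luciferase luminescence from an integrated reporter in P. falciparum, so falling signal marks reduced parasite growth. Infected erythrocytes were at 2% hematocrit and 0.1% parasitemia (final) in Albumax-supplemented RPMI 1640.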
Pf growth 96h = inhibits malaria parasite growth, 96 h; Potency, µM (doses to about 28.7 µM), without a hit: top-dose activity change, negative = inhibition, hits mostly inhibitors; AID 504834; 6.9% of 320,000 active; P. falciparum luciferase reporter growth, 96 h; further: potency means the concentration at half of the fitted maximal effect; on the % scale 0 is the no-effect control and ±100 the full control effect
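Two parasite generations (96 h, 37 C, 5% CO2) of compound exposure in infected erythrocytes (0.05% parasitemia, 2% hematocrit). Luciferase-reporter P. falciparum; decreased luminescence indicates inhibited growth, aimed at apicoplast-acting delayed death.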
LmPK inhibitor = blocks Leishmania mexicana pyruvate kinase activity; Potency, µM (doses to about 57.5 µM), for the others: top-dose activity change, negative = inhibition, hits mostly inhibitors; 0.37% of 290,000 active; purified LmPK, Kinase-Glo ATP luminescence, 1 h; further: potency means the concentration at half of the fitted maximal effect; on the % scale 0 is the no-effect control and ±100 the full control effect
Target sequence (Q27686 whole entry, looked up): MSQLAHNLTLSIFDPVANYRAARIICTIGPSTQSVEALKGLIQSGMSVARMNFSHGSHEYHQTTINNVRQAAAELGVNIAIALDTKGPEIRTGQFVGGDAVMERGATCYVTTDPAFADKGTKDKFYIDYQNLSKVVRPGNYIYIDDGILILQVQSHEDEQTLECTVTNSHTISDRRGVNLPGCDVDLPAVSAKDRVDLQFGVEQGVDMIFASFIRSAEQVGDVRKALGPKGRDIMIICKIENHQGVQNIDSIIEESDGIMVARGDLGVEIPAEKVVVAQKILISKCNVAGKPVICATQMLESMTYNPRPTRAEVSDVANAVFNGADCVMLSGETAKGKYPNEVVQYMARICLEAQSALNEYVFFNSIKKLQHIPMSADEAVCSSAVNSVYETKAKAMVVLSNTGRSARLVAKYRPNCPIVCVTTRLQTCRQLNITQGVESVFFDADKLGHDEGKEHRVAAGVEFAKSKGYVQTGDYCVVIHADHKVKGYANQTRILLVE
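qHTS format; LmPK 0.1 nM; substrates PEP 0.5 mM and ADP 0.1 mM. One-hour room-temperature incubation, then coupled luciferase luminescence; 0.5 nM enzyme wells mark activation.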
The depositor's hits bear a star; ? = inconclusive; . = no result given; & = joins results of further samples; [ ] = another dose, or the depositor's remark. Unless noted, the call rests on the fitted dose curve; in most records, active means well fitted curve in the direction sought with a large enough effect; inconclusive means small, poorly fitted or top-dose-only effect, or another doubt; inactive means no such curve, though single readings can be large; an effect the other way counts as inactive or inconclusive.

SMILES	TbPYK inhibitor	Shiga toxin inh	HCV inh	CHX counter	Pf growth 48h	Pf growth 96h	LmPK inhibitor
CCN(CC)c1ccc2cc(C(C)=O)c(=O)oc2c1	3%	80*	-22%	23	55%[activator]	57%[activator]	-3%
COc1cccc(N/C(SC)=C(/C#N)C(N)=O)c1	1%	24	-12%	10	18%	12%	-3%
COc1cccc(CNC(=S)Nc2cccc(Cl)c2C)c1	9%	3	-14%	2	?	?	-2%
CCOc1cc(/C=C(/C#N)C(=O)Nc2ccc(OC)cc2)ccc1OCc1ccc(C(=O)O)cc1	-2%	.	29%	-3	6%	3%	2%
CCN(CC(=O)NC1CCS(=O)(=O)C1)S(=O)(=O)c1cc(C)ccc1C (stereo unspecified)	-16%	.	?	.	2%	13%	.
Cc1cc(NC(=O)C2CC(c3ccc(F)cc3)=NO2)n(-c2ccccc2)n1 (stereo unspecified)	-3%	-12	-16%	-3	.	-28%	2%
Cc1cc2c(cc1S(=O)(=O)NCc1ccccc1Cl)OCCN2C	-8%&-11%	-4	-1%	-1	3%	18%	0%
COc1ccc(C(=O)NNC(=O)CSc2nnc(COc3ccc4ccccc4c3)n2C)cc1	-6%	-20	-3%	-2	4%	2.3µM*	4%
COc1ccc(C(=O)Nc2nc3ccccc3s2)c(OC)c1	?	-20	-8%	-7	?	13µM*	-14%
CCC(=O)Nc1ccc(N2CCOCC2)c(S(=O)(=O)Nc2ccc(OC)cc2)c1	3%	17	-29%	3	7%	-9%	1%
COc1cccc(Oc2coc3c(CN4CCOCC4)c(O)ccc3c2=O)c1	1%	-8	11%	-4	-3%	?	4%
Cc1csc2ncc(C(=O)NCc3ccc4c(c3)OCO4)c(=O)n12	0%	-12	?	-1	19%	3%	1%
COC(=O)c1cc(S(=O)(=O)N(C)C2CCCCC2)cn1C	-6%	-9	5%	1	-4%	?	-2%
COCCNC(C)C(=O)Nc1ccc(Br)cc1 (stereo unspecified)	-9%	42	14%	2	-1%	?	-1%
COc1ccc(NC(=O)CN(c2ccccc2)S(=O)(=O)c2ccccc2)c(OC)c1	-2%	10	?	6	?	-24%	10%

Brought forward from above: six compounds, followed by the next part.
SMILES	TbPYK inhibitor	Shiga toxin inh	HCV inh	CHX counter	Pf growth 48h	Pf growth 96h	LmPK inhibitor
CCC(=O)Nc1ccc(N2CCOCC2)c(S(=O)(=O)Nc2ccc(OC)cc2)c1	3%	17	-29%	3	7%	-9%	1%
COc1cccc(Oc2coc3c(CN4CCOCC4)c(O)ccc3c2=O)c1	1%	-8	11%	-4	-3%	?	4%
Cc1csc2ncc(C(=O)NCc3ccc4c(c3)OCO4)c(=O)n12	0%	-12	?	-1	19%	3%	1%
COC(=O)c1cc(S(=O)(=O)N(C)C2CCCCC2)cn1C	-6%	-9	5%	1	-4%	?	-2%
COCCNC(C)C(=O)Nc1ccc(Br)cc1 (stereo unspecified)	-9%	42	14%	2	-1%	?	-1%
COc1ccc(NC(=O)CN(c2ccccc2)S(=O)(=O)c2ccccc2)c(OC)c1	-2%	10	?	6	?	-24%	10%
O=C1c2ccccc2C(=O)N1c1cccc(-c2nc3ccccc3o2)c1	5%	3	1%	1	13%	.	-2%
CCN(CC)S(=O)(=O)c1ccc(NC2c3ccccc3C(=O)N2Cc2ccc3c(c2)OCO3)cc1 (stereo unspecified)	5%	-5	?	-5	.	-3%	-8%
COC(=O)CN1C(=O)C(O)(CC(=O)c2ccc(C)cc2)c2cc(Br)ccc21 (stereo unspecified)	-3%	18	-4%&-13%	-1	-9%	?	4%
O=C(/C=C/c1ccc2c(c1)OCCCO2)c1ccc2ccccc2c1O	-1%	40*	3%	12*	30%[activator]	61%[activator]	-3%
N#CC1=C(N)N2C(=C(C#N)C13CCN(Cc1ccccc1)CC3)Nc1ccccc12	-3%	4	-6%	7	?	14%	-1%
CCN(CC(=O)NC1CCS(=O)(=O)C1)C(=O)C(c1ccccc1)c1ccccc1 (stereo unspecified)	6%	15	3%&18%	1	12%	?	-1%
COc1ccc(N2C(=O)C3C(C2=O)C3(c2ccccc2)c2ccccc2)cc1 (stereo unspecified)	3%	-12	-7%	-3	?	-9%	4%
CCOC(=O)C1=C(N)Oc2cc(O)ccc2C1c1ccc(F)cc1F (stereo unspecified)	-3%	9	-3%	-2	-11%	?	4%
Cc1ncc(CN2CCC(C(=O)Nc3cccc(-c4cscn4)c3)CC2)cn1	-16%	-5	?	-2	49%[activator]	?	-8%
Cc1ccc(-c2cc(-c3ccc(C)o3)nc(N)c2C#N)cc1	28µM*	10	-19%	-2	?	?	-24%
COc1cccc(OC)c1C(=O)Nc1ccc(N2CCN(C(=O)c3ccco3)CC2)cc1	-1%	40	-3%	3	16%	?	0%
O=C1CN(C(=O)COC(=O)CCCOc2ccccc2)c2ccccc2N1	6%	-3	13%	-2	10%	-162%	6%
CS(=O)(=O)N(CC(=O)NCc1ccccc1)c1ccc(Cl)cc1	-2%	-3	4%	3	8%	0%	-6%
COC(=O)c1ccc(NC(=O)c2ccccc2NS(=O)(=O)c2ccccc2)cc1	-3%	6	?	7	?	?	2%
Cc1ccccc1CSc1nnc(NC(=O)C2COc3ccccc3O2)s1 (stereo unspecified)	1%	-1	16%	8	?	?	6%
COc1cccc(CNC(=O)CCn2ccc3cc(S(=O)(=O)N4CCC(C)CC4)ccc32)c1	-5%	-5	-24%	4	?	?	9%
COc1cc(C(=O)OCC(=O)Nc2sccc2C(N)=O)cc(OC)c1OC	-16%	9	?	10	-10%	9%	2%
CC(=O)C[C@@H](O)CC(=O)[C@H]1OC(=O)CC/C=C\Cc2ccccc21	4%	.	12%	.	-3%	-1%	.
CN(Cc1ccccc1)C(=S)NC(=O)c1cccs1	?	2	3%	8	?	2%	0%
O=S1(=O)N=C2CCCN2C(c2ccc(F)cc2)N1 (stereo unspecified)	-10%	-17	10%	-1	.	-17%	9%
Cc1cc(O)ccc1NC1=CC(=O)CC(C)(C)C1	7%	14	24%	1	7%	12%	-3%
COc1ccc(CC(=O)Nc2cccc3ncccc23)cc1OC	-1%	5	5%	-5	-10%	-2%	4%
COc1ccc(CCC(=O)Nc2ccc3c(c2)OCO3)cc1	-5%	16	4%	11	-9%	?	-7%
CC(C)C1Cc2[nH]c(=O)c(C(=O)O)cc2CO1 (stereo unspecified)	-7%	-9	30%	-1	-12%	-4%	-6%
CC(NC(=O)COc1ccc(/C=N/NC(=O)CO)cc1)c1ccccc1 (stereo unspecified)	-11%	-6	10%	-2	-12%	133%[activator]	-5%
Cc1ccc(C)c(S(=O)(=O)Nc2ccc(C(=O)NCC(c3ccco3)N3CCCCC3)cc2)c1 (stereo unspecified)	-8%	-7	.	-4	?	?	3%
O=C(Cc1ccccc1F)Nc1nc2ccccc2[nH]1	3%	41	24%	24*	5%	-5%	1%
O=C(CNC(=O)c1cccc(Br)c1)NCCc1nc2ccccc2[nH]1	-4%	-12	-3%	2	.	-30%	-1%
COc1ccc(S(=O)(=O)N(CC(=O)NC2CC2)c2ccc(C)cc2)cc1OC	-13%	-7	1%	-1	-4%	?	-1%
Cc1ccc(-n2c(C)nc3ncnc(-c4ccccc4)c32)cc1	7%	-8	-12%	-3	-4%	13%	0%

Whole records, quoted from the list. Order of values: TbPYK inhibitor, Shiga toxin inh, HCV inh, CHX counter, Pf growth 48h, Pf growth 96h, LmPK inhibitor
COc1cc(C(=O)OCC(=O)Nc2sccc2C(N)=O)cc(OC)c1OC across the screens: -16%, 9, ?, 10, -10%, 9%, 2%
COc1ccc(CCC(=O)Nc2ccc3c(c2)OCO3)cc1 across the screens: -5%, 16, 4%, 11, -9%, ?, -7%
O=C(Cc1ccccc1F)Nc1nc2ccccc2[nH]1 across the screens: 3%, 41, 24%, 24*, 5%, -5%, 1%

Further records follow.
SMILES	TbPYK inhibitor	Shiga toxin inh	HCV inh	CHX counter	Pf growth 48h	Pf growth 96h	LmPK inhibitor
COc1ccc(OC)c(/C=N/Nc2nncn2/N=C/c2cc(OC)ccc2OC)c1	-4%	-6	-9%	-2	5%	?	3%
C=CCc1ccc(OCCCOc2ccc(C)cc2OC)c(OC)c1	-3%	12	5%	20	.	-2%	10%
O=C(O)COc1ccccc1/C=C1\SC(=O)N(Cc2ccc(F)cc2)C1=O	2%	8	7%	8	-7%	34%[5.75 µM]	2%
COc1cc(C(=O)OCc2cccc(S(=O)(=O)N3CCOCC3)c2)ccc1OCC(C)C	0%	.	10µM*	.	?	?	.
CCCNC(=O)c1ccccc1NC(=O)c1ccc(CSc2ccccc2)cc1	-13%	26*	?	17*	13µM*	?	2%
O=C1CC(=O)Nc2cc(S(=O)(=O)Nc3ccc(Cl)c(C(F)(F)F)c3)ccc2N1	-1%	2	7%	2	-16%	21%	-1%
CC(=O)N/C(=C\c1ccccc1)C(=O)NCc1ccc2c(c1)OCO2	7%	-5	-4%	-3	1%	?	-1%
CCCCc1cc(=O)oc2cc(OCC(=O)NCCN3CCOCC3)c(Cl)cc12	10%	17	-14%	12	-19%	?	8%
C=CCSc1nc(C)c(CC=C)c(=O)[nH]1	0%	0	21%	-4	-4%	-6%	4%
O=C(NC(c1ccccc1)C(Cl)Cl)c1ccccc1 (stereo unspecified)	3%	3	16%	-1	-27%	2.6µM*	4%
COc1ccccc1N1CCN(C(=O)COc2ccc(Cl)cc2)CC1	-4%	-19	-1%	8	-23%	27%	0%
O=C(CNC(=O)c1ccc(F)cc1)N/N=C/c1cn[nH]c1-c1ccccc1	-8%	-10	10%	-2	-2%	30%[activator]	-1%
COc1ccc(OC)c(NC(=O)c2ccc3nc(-c4ccccc4)c(-c4ccccc4)nc3c2)c1	.	-12	4%	-6	?	?	2%
CCOC(=O)c1sc(NC(=O)c2c(OC)cccc2OC)nc1C	-7%	-12	?	1	-15%	.	-4%
CC(C)C(O)(C#CCN1CCCCC1)c1ccccc1 (stereo unspecified)	-3%	-4	-3%	7	-5%	.	0%
Cc1ccccc1CN1CCN(CC(=O)NCCCN2CCN(c3ccc(F)cc3)CC2)C1=O	7%	-18	10µM*	-5	?	27%	2%
CCCCn1c(N2CCC(Cc3ccccc3)CC2)nc2c1c(=O)[nH]c(=O)n2C	-9%	-4	35µM*	-3	9.3µM*	?	1%
COc1ccc(CCN2C(=O)CC(N3CCN(S(=O)(=O)c4ccccc4)CC3)C2=O)cc1OC (stereo unspecified)	0%	-5	0%	-2	-31%[1.15 µM]	-30%	-3%
CC1CCN(C(=O)C2CCN(C(=O)c3ccc(C(C)(C)C)cc3)CC2)CC1	-3%	12	24%	0	-14%	-18%	-3%
O=c1cc2c(nn1Cc1ccc(Cl)cc1Cl)-c1ccccc1CC2	-2%	-21	?	-4	?	.	4%
O=C(C(=C1NCCN1)n1cncn1)c1ccccc1	0%	-8	11%	-1	-11%	-3%	-4%
c1ccc(NNC2=NCCS2)cc1	9%	-4	6%	1	?	?	1%
O=C(NCc1ccc(F)cc1)C1(S(=O)(=O)c2ccc(Cl)cc2)CC1	5%	4	2%	-2	25%	-16%	7%
Cc1[nH]n(-c2ccccc2)c(=O)c1C=Nc1cccc2cccnc12	-3%	10	3.5µM*	1	?	35%[activator]	1%
Cc1ccc2nc(N3C(=O)C(O)=C(C(=O)c4ccco4)C3c3ccc(C)o3)sc2c1 (stereo unspecified)	-17%	80*	-4%	31*	59%[activator]	5.2µM*	1%
COc1ccc(/C=C(\C#N)c2n[nH]c(Cn3cncn3)n2)cc1	3%	-12	10%	-2	11%	4%	0%
